Assay outcomes (PubChem)
HTR2A ag – mouse HTR2A agonism via beta-arrestin recruitment; P35363; CHO-K1 mHTR2A beta-arrestin complementation, luminescence; percent of 30 µM serotonin response; activation, % at 7.6 µM; 0.66% of 360,000 active;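 active = activation above a run cutoff, the mean activation of all tested compounds plus 3 SD, cut at about 14% in these data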;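 note: 0% = plate median of compound wells and 100% = 30 µM serotonin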
Target sequence (P35363 whole entry, looked up): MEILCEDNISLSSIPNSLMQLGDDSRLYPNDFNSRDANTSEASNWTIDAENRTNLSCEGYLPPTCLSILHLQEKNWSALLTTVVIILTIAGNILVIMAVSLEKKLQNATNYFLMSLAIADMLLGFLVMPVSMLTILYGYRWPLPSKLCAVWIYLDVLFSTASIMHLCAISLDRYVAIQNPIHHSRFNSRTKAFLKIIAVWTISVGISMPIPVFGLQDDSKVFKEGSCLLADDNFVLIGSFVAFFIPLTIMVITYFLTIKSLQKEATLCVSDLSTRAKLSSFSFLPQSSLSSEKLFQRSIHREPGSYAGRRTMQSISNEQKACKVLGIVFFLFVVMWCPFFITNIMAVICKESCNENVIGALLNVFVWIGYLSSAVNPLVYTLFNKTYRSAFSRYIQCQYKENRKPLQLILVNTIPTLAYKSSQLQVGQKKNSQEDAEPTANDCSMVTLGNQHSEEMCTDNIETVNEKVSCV
PDI inh – inhibitors of human protein disulfide isomerase; 0.052% of 350,000 active; inhibition, % at 10 µM; PDI insulin aggregation turbidity, A650, 90 min; AID 588391; P07237;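 active = mean inhibition across replicates of 30% or more, whatever share of single replicates reach that level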;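 note: absorbance from insulin aggregation driven by PDI reduction with DTT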
CaV13 FRET inh – Disruptors of the CACNA1D IQ motif to Ca2+-dependent inactivation inhibitor domain association, primary screening, Förster resonance energy transfer in intact living …; inhibition, % at 12.3 µM; HEK cells, CFP/YFP FRET ICDI-IQ, plate reader, 10 min; percent FRET-ratio fall versus neutral wells; AID 743397; 0.098% of 340,000 active;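 active = mean replicate inhibition of at least 30% and at least 1% of replicates passing that level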;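 note: 0% = median of the neutral control wells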
hiPSC survival – hiPSC single-cell survival enhancement; ATPlite luminescence; 100% = ROCK inhibitor wells, 0% = DMSO; survival enhancement, % at 20 µM; 0.044% of 360,000 active; AID 602274; in the data active = survival enhancement above about 18%;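 note: cells exposed to compounds for 16 hours before the ATP read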
Shn3 3UTR inh – Schnurri-3 reporter inhibition in Clone20 osteoblasts; Clone20 osteoblast Shn3 3'UTR firefly luciferase, 24 h; inhibition, % at 12.5 µM; 0.52% of 360,000 active;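 active = mean inhibition of at least 75% with every replicate also reaching 75%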;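 note: 0% = median of neutral control wells and 100% = pilot-screen positive control compound; some compounds past the cut are filed as inactive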
Peg3 promoter – reduces Peg3 promoter-driven luciferase expression in HeLa; HeLa PEG-Prom luciferase reporter, luminescence, overnight; inhibition, % at 20 µM; 1.7% of 360,000 active;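 active = inhibition of at least 50% at 20 µM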
TRPM1 prom inh – MITF TRPM1 promoter inhibition in SK-MEL-5 cells; SK-MEL-5 TRPM1 promoter luciferase, 24 h; inhibition, % at 12.5 µM; 0.83% of 330,000 active;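 active = mean inhibition across replicates of 60% or more, whatever share of single replicates reaches that level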; note: values of inactives mirror those of a sister screen read the other way
Cardio protect – protects H9c2 cardiomyocytes from peroxide injury; protection from H2O2 cell death, % at 20 µM; 0.63% of 360,000 active; H2O2 injury protection, ATPLite, 2 h;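 active = compounds giving at least 50% protection of heart cells from peroxide-induced death in the single-dose screen, raw or plate-pattern-corrected value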;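 note: 0% = DMSO wells with peroxide and 100% = DMSO wells without peroxide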
NR2E3 ag-1 – agonists of human NR2E3 nuclear receptor. Q9Y5X4. CHO-S Gal4-NCOR/VP16-NR2E3 two-hybrid, luciferase. 0.35% of 360,000 active. AID 602229. inhibition of corepressor binding, % at 3.98 µM;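 active = inhibition above the mean of all tested compounds plus 3 SD, cut at about 70% in these data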;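 note: 0% = DMSO with NR2E3 transfected cells and 100% = cells lacking NR2E3 construct; higher means lower luciferase signal from less NR2E3 corepressor binding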
Target sequence (Q9Y5X4 whole entry, looked up, the tested form may be a part): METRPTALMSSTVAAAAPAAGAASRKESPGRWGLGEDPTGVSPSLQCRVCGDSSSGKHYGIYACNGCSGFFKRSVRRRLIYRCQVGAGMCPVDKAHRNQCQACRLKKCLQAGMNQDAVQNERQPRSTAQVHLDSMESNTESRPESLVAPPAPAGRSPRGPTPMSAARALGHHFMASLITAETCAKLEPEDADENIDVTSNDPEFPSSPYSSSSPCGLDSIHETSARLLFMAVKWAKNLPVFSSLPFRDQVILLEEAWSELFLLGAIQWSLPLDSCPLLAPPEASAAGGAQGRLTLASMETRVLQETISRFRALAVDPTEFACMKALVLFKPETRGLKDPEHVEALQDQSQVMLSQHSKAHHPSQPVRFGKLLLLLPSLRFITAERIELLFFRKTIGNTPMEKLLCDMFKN
HIF-2a inh – blocks HIF-2a reporter activity. 786-0 RCC cells HIF-2a reporter, luciferase luminescence, overnight. inhibition, % at 18.8 µM. 0.72% of 360,000 active;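 active = inhibition of the luminescence signal of 40% or more relative to plate controls, in a single-dose primary screen at 18.75 µM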
NR2E3 ag-2 – NR2E3 (human) agonism | Q9Y5X4 | GST-NR2E3/biotin-RetCOR TR-FRET, 1536-well | inhibition of corepressor binding, % at 4.78 µM | 0.12% of 320,000 active | AID 2300;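 active = percent inhibition above the cutoff of mean plus 3 SD of all tested compounds, set per screening campaign, cut at about 20% in these data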;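 note: 0% = DMSO wells and 100% = biotin wells as full block of FRET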
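Material – GST-tagged NR2E3 plus biotinylated RetCOR corepressor · Quantity – NR2E3 fusion 1.35 nM · Times – 5 h incubation at 4 °C · Medium – pH 7.5 Tris-based buffer · Technique – TR-FRET, Eu(K)-anti-GST donor, streptavidin-D2 acceptor, ex 340, em 617/671 nm · Benchmarks – high control biotin, low control 0.6% DMSO · Format – 1536-well plates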
An asterisk follows results filed as active; / = not tested or not shown.

SMILES	HTR2A ag	PDI inh	CaV13 FRET inh	hiPSC survival	Shn3 3UTR inh	Peg3 promoter	TRPM1 prom inh	Cardio protect	NR2E3 ag-1	HIF-2a inh	NR2E3 ag-2
Cc1ccc(S(=O)(=O)N2CCN(C(=O)c3sccc3-c3ccccc3)CC2)cc1	-3	-3	-4	-0.2	-6	4	-2	-2	17	-8	0
CN(C)CCCNC(=O)c1ccc(=O)[nH]n1	1	1	-5	-0.4	-17	6	20	4	-9	19	4
O=C1c2ccccc2S(=O)(=O)N1Cc1ccccc1[N+](=O)[O-]	5	2	25	0.4	41	21	/	3	-18	3	1
CC1CCc2c(sc3ncnc(NCCN4CCOCC4)c23)C1 (stereo not drawn)	-5	8	-7	0.0	2	17	0	10	0	11	1
CCCS(=O)(=O)NC(=O)C1(C)CCN(C(=O)c2cc(F)cc(F)c2)C1 (stereo not drawn)	15*	0	-6	7.1	0	5	/	3	-4	5	/
CCN(CC)c1nc2n(c(=S)n1)CCS2	5	-1	/	0.9	-65	10	-1	3	2	-12	-1
Cc1ccccc1C(=O)NC1CC2CCCC(C1)N2C(=O)Nc1ccccc1 (stereo not drawn)	-5	3	-3	-0.5	-4	8	2	1	-26	-1	1
CCOc1ccc(N(C)S(=O)(=O)c2ccc3[nH]cc(C(=O)NCCCOC)c(=O)c3c2)cc1	-3	2	-4	0.9	0	6	16	-8	-16	9	0
COc1ccc(CNC(=O)Cn2nc([N+](=O)[O-])c(Br)c2C)cc1	-1	2	-19	0.1	8	-54	8	2	-22	-40	-1
Cc1ccc(OCC(=O)Nc2cccc(S(=O)(=O)NC3=NCCCCC3)c2)cc1C	-3	0	-6	-0.6	8	-5	-10	-9	31	-13	2
COc1ccc(-c2csc3ncnc(NCCN4CCOCC4)c23)cc1	-2	-5	-2	-1.0	22	30	1	6	-89	33	-1
O=C(C(Sc1ccccc1)c1ccccc1)N1CCN(c2ccccc2F)CC1 (stereo not drawn)	-2	12	-5	-4.2	10	31	1	-9	-34	23	1
CCCC1=NN(C(=O)CCc2ccccc2O)C(O)(C(F)(F)F)C1 (stereo not drawn)	4	18	-18	0.1	-23	7	-4	2	5	15	-2
CCOC(=O)c1ccccc1NC1c2ccccc2C(=O)N1c1ccc(C)cn1 (stereo not drawn)	-1	/	-4	-0.3	-10	-69	-37	-10	-98	-173	1
O=[N+]([O-])c1nn(-c2ccc3c(c2)OCCO3)n(O)c1=Nc1ccccc1	-6	-1	-5	-1.2	66	76*	86*	-4	95*	82*	2
O=C(NN=C1CCCC1)c1cccs1	3	1	-5	-0.9	-82	-4	-4	7	-121	-22	-2
O=C(NC1CCCCC1)N1CCN(c2ccccc2)CC1	-6	0	-5	-3.0	18	3	2	-3	-11	-9	-3
CC(C)(C)n1nc2c(c1NC(=O)c1ccccc1S(=O)(=O)C(F)F)CS(=O)(=O)C2	1	-7	/	0.3	2	6	-6	3	-11	5	1
Cn1c(SCc2ccc(F)cc2)nnc1-c1ccncc1	5	6	-2	0.8	3	7	-27	2	-30	-1	/
Cc1ccc(/C=N/NC(=O)c2nnn(-c3nonc3N)c2CN(C)C)o1	-1	1	-3	-0.5	-5	9	-1	-1	-3	3	-3

Arranged by value in HTR2A ag (smallest number first): four from the list above.
Compound | HTR2A ag | PDI inh | CaV13 FRET inh | Shn3 3UTR inh | Peg3 promoter | TRPM1 prom inh | NR2E3 ag-1 | HIF-2a inh | NR2E3 ag-2
O=C(NC1CCCCC1)N1CCN(c2ccccc2)CC1 | -6 | 0 | -5 | 18 | 3 | 2 | -11 | -9 | -3
Cc1ccccc1C(=O)NC1CC2CCCC(C1)N2C(=O)Nc1ccccc1 (stereo not drawn) | -5 | 3 | -3 | -4 | 8 | 2 | -26 | -1 | 1
Cc1ccc(S(=O)(=O)N2CCN(C(=O)c3sccc3-c3ccccc3)CC2)cc1 | -3 | -3 | -4 | -6 | 4 | -2 | 17 | -8 | 0
O=C(NN=C1CCCC1)c1cccs1 | 3 | 1 | -5 | -82 | -4 | -4 | -121 | -22 | -2

Continuation:
SMILES	HTR2A ag	PDI inh	CaV13 FRET inh	hiPSC survival	Shn3 3UTR inh	Peg3 promoter	TRPM1 prom inh	Cardio protect	NR2E3 ag-1	HIF-2a inh	NR2E3 ag-2
CCO[C@H]1OC(C(=O)N2CCCCCCC2)=C[C@@H](C2CCCCC2)[C@@H]1CCCO	1	12	-8	1.1	2	13	-8	0	-5	11	2
CCN(CC)CC(O)COCCC12CC3CC(CC(C3)C1)C2 (stereo not drawn)	-5	1	-5	-1.2	24	12	-13	-2	13	6	-2
Cn1c(SCC(=O)NCCN2C(=O)CSC2=O)nnc1-c1ccccc1	4	4	-3	1.7	-11	-9	3	6	4	5	1
COc1ccccc1NC(=O)C[n+]1ccccc1C	-1	14	1	-0.1	-10	2	-5	11	-37	16	/
Cc1nn(Cc2ccc(F)cc2)c(C)c1NC(=O)c1nn(C)cc1Cl	-1	3	13	-0.7	-3	3	21	3	-10	20	2
COc1ccc(OCc2cccc(C(=O)Nc3ccc(CN4CCCCC4)cc3)c2)cc1	-12	-4	-3	-2.5	-20	-162	-13	-10	-192	-35	0
CCCCCCSc1ccc([C@H]2N[C@@](CC(C)C)(C(=O)OC)[C@H]3C(=O)N(CC)C(=O)[C@@H]23)cc1	-2	12	-23	-2.5	28	3	2	-3	13	16	2
CCOC(=O)Cc1csc(NC(=O)CSc2ncnc3c2cnn3-c2ccccc2Cl)n1	-1	1	-5	-2.6	23	2	12	4	-16	7	/
COC(=O)CN1C(=O)C(O)(CC(=O)c2ccccc2)c2ccccc21 (stereo not drawn)	0	3	/	-1.1	0	-10	4	-2	-4	5	2
Nc1ccc(OCc2ccccc2)cc1	0	-5	-4	-2.9	5	-113	-21	1	-30	-21	-1
O=C(c1cc(-c2ccc(Cl)c(Cl)c2)on1)N1CCCCCC1	7	2	-4	-0.1	-114	-371	-128	-1	-68	-262	2
CC(C)CN(C(=O)COC(=O)CCCc1c[nH]c2ccccc12)c1c(N)n(Cc2ccccc2)c(=O)[nH]c1=O	3	-2	/	-0.5	-6	4	0	1	-12	12	5
C=CCN1CCOc2ccc(C)cc2S1(=O)=O	-2	13	-11	0.2	-2	-3	-6	5	2	13	/
CCOC(=O)c1c(C)[nH]c(C(=O)COC(=O)CCC(=O)c2ccc3c(c2)OCCO3)c1C	-5	-7	-3	-2.0	3	12	3	1	-19	7	2
CS(=O)(=O)CCC(C(=O)OCc1ccc(Cl)cc1)N1C(=O)c2ccccc2C1=O (stereo not drawn)	17*	-3	-6	-1.6	-3	14	7	-5	13	10	0
CCOc1ccc(C(=O)N2CCN(c3ncccn3)CC2)cc1	/	4	-19	0.1	-11	0	12	0	/	7	0
CCN(CC)CCOc1c(Br)ccc2c1sc1nc3n(c(=O)c12)CCC3	-1	13	-2	-1.0	-2	10	14	9	-60	-26	-3
COc1ccc([C@H]2CC(=O)C=C(/C=C/c3ccc(Cl)cc3)C2)cc1	-4	-3	-3	0.5	-65	-238	-53	-3	-5	-264	2
CCOC(=O)C1CCCCN1C(=O)c1ccc2nc(Cc3ccc(OC)cc3)oc2c1 (stereo not drawn)	-6	-4	-5	0.2	8	4	7	-8	20	-10	1
CC(=O)OC1c2ccccc2C(=O)N1c1ccccc1C (stereo not drawn)	4	/	-9	0.5	-11	12	-8	4	-13	10	4
Cc1nc2ccc(S(=O)(=O)N(C)CC(=O)NCc3ccc4c(c3)OCO4)cc2s1	4	1	/	2.3	-1	10	2	2	1	16	2
CN(c1ccccc1)S(=O)(=O)c1ccc(NC(=O)CC(=O)c2ccccc2)cc1	-5	-5	-6	3.5	-7	19	6	-5	2	9	/
COCCNC(=O)CCc1nnc(Cc2ccc(-c3ccccc3)cc2)o1	-5	1	-3	-0.6	-27	-2	2	6	-9	-13	0
O=C(Nc1nc2ccc(Br)cc2s1)c1ccco1	-6	-1	-2	-0.7	-21	-211	-40	-14	-98	-180	1
O=S(=O)(c1ccc(-c2cc(C(F)(F)F)on2)s1)N1CCCC1	-3	1	-4	0.9	13	14	1	-14	-38	7	1
NC1=NC(=O)C(CC(=O)c2ccc(Cl)cc2)S1 (stereo not drawn)	-2	2	-5	3.0	-3	-207	5	1	7	2	-1
Cc1ccc(C)c(OC(=O)c2cccnc2)c1	3	0	/	-0.3	10	16	4	-3	-1	6	-2
C/C(N)=C(/C#N)C(=O)COC(=O)CCC1CCCC1	-1	5	-5	-1.8	-5	2	4	15	-12	-8	-1
CCCCn1c(-c2ccccc2)nnc1-c1ccccc1	5	-6	-5	7.6	15	11	7	3	16	17	0
CC(C)c1cccc(C2=CC(=O)C[C@H](c3ccc(F)cc3)C2)c1	0	0	-5	-0.8	-19	-19	0	-4	-31	-34	2
O=C(COC(=O)CCc1c[nH]c2ccccc12)Nc1ccccc1	0	-4	-1	2.3	-7	-5	2	-2	-30	9	/
O=C1CN(Cc2ccccc2)CC(=O)N1	-1	4	-5	0.5	4	3	6	4	-7	7	/
O=C(NC1CC1)C1=C[C@@H](c2csc3ccccc23)C[C@@H](OCCCCO)O1	-3	-7	-3	-2.9	-11	-19	-5	2	-51	2	5
COc1ccc2c(c1)c(=O)oc1c(C)c(OC(C)C(=O)NCC3CCC(C(=O)O)CC3)ccc12 (stereo not drawn)	-7	/	/	0.7	-4	-20	3	2	-27	-26	2
CC(=O)Nc1oc(-c2cccc3ccccc23)nc1C#N	-8	0	-6	0.1	-6	-49	-23	2	-18	-46	2
CCCCC(=O)Nc1ccc(C(=O)NCC(=O)OC)cc1	2	-8	/	3.0	1	2	11	-2	-9	3	-4
Oc1ccc2sc(-c3ccccc3O)c(-c3ccc(OCCN4CCCCC4)cc3)c2c1	-5	/	-7	-0.9	/	/	/	/	-3	-3	/
Cc1cccc(CS(=O)(=O)Cc2ccc(C(=O)NCc3ccccc3)o2)c1	2	-11	-6	0.2	6	9	2	2	8	11	-1
CC(=O)Nc1ccc(NC(=O)CN(c2ccccc2Cl)S(C)(=O)=O)cc1	0	3	-5	-0.7	3	0	-6	2	-9	5	3
COc1ccc(C2=NS(=O)(=O)N(C)C(C(=O)NCc3ccccn3)=C2)cc1	4	5	-7	0.2	1	-7	/	-7	-14	-2	1
CC(C)c1ccc(NC(=O)CN(C)C2=NS(=O)(=O)c3ccccc32)cc1	4	-10	-6	-0.5	1	1	/	0	4	10	/
COc1ccc2nc(NC(=S)N(C)C)sc2c1	-7	-2	-4	0.1	5	-261	-33	-7	-22	-273	1
Cc1cc(S(=O)(=O)N2CCC(NC(=O)C34CC5CC(CC(C5)C3)C4)CC2)ccc1-n1cnnn1	0	-5	-3	-0.3	22	18	-17	-2	-12	2	1
CC1=C(C(=O)OCC2CCCO2)C(c2ccc(O)cc2)NC(=O)N1 (stereo not drawn)	0	3	-9	0.7	-1	17	-9	-5	5	10	0
N#CC1=C(N)C(C#N)(C#N)[C@H](c2c(F)cccc2F)[C@H]2CC3(CC=C12)OCCO3	-3	-8	-15	10	10	43	9	3	-9	22	-1
